# Screening results (PubChem)
# RAD52 anneal inh = inhibitors of human RAD52 DNA annealing. recombinant RAD52 DNA annealing, FRET fluorescence. actives 0.46% (n = 360,000). AID 651710. inhibition, % at 18.7 µM;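 active = every replicate showing at least 50% inhibition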
# Target sequence (P43351 whole entry, looked up): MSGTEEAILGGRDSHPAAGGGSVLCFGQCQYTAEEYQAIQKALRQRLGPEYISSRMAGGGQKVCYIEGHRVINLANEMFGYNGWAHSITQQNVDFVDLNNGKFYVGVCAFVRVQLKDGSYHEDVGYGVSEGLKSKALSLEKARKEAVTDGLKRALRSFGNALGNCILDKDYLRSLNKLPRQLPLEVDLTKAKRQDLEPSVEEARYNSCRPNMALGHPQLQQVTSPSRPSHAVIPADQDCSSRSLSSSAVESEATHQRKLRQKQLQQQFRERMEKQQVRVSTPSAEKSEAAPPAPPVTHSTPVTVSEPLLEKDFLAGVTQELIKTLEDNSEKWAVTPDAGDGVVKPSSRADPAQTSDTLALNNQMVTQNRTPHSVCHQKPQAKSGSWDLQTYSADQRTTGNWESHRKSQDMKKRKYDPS
# esBAF inh = blocks esBAF chromatin remodeling in mouse ES cells. Bmi1-luciferase knock-in reporter, 24 h; 100% = twice the neutral-well signal. actives 2% (n = 350,000). reporter increase, % at 12.5 µM. AID 602393; in the data active = activation above about 40%;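 also: 0% = median of the plate's neutral control wells and 100% = double that signal; a rise in the Bmi1 reporter signal indicates esBAF inhibition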
# XiGFP reactiv = activators of X-chromosome reactivation in mouse fibroblasts; XiGFP mouse fibroblasts, % GFP-positive cells imaging, 3 d; cells co-treated with 5-aza-dC sensitizer; scaled so ellipticine positive control = 100%; activation, % at 7.58 µM; AID 743238; actives 0.055% (n = 360,000);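 active = mean normalized replicate activation at least 10% and every replicate at or above 10%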;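 also: 0% = median of on-plate neutral control wells and 100% = ellipticine 6 µM median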
#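 System: SV40-immortalized XiGFP fibroblast cells, line 68-5-11 / Incubation: 3-day compound exposure, then 15 min fixation at room temperature / Compound: single concentration per compound, delivered by pin transfer / Buffer or medium: DMEM plus 5-aza-dC sensitizer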
# RAD54 branch = RAD54 (human) branch migration inhibition | Q92698 | RAD54 Holliday junction branch migration, FAM/BHQ fluorescence | inhibition, % at 10.4 µM | actives 0.14% (n = 360,000);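 active = mean normalized replicate activity at least 40 and at least half of replicates scoring 40 or more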;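 also: 0% = median of neutral control wells and 100% = median of positive control wells; inhibitors cause a drop in the FAM fluorescence signal; in these data hits start at about 50%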
# F508del corr = CFTR F508del correction in bronchial cells; actives 0.36% (n = 350,000); CFBE cells, YFP halide quenching; stimulated with forskolin plus potentiator P3; % fluorescence drop versus neutral controls; activity (quench increase), % at 7.58 µM;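 active = mean added fluorescence quench of at least 8% versus neutral control, with both replicates also reaching 8%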;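 also: cells transiently co-express mutant CFTR-F508del with the halide-sensitive YFP; corrector assay measuring rescue of mutant channel to the surface after 24 h compound exposure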
# ERAP1 HTS inh = blocks human ERAP1 aminopeptidase activity. Q9NZ08. recombinant ERAP1, Leu-AMC fluorescence, 60 min. inhibition, % at 10.7 µM. actives 0.15% (n = 340,000). AID 652197;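 active = mean replicate inhibition of at least 30%, or all replicates individually reaching that 30% level; inactive = mean below 30% and not every replicate reaching it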;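 also: 0% = neutral control wells and 100% = L-leucinethiol positive control wells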
# GSIS activator = GLuc luminescence reporter in INS-1E cells, primary screen for activators of glucose-dependent secretion of insulin; INS-1E GLuc reporter insulin secretion, 2-3 h; activation, % at 16.6 µM; actives 0.61% (n = 370,000); AID 743287;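 active = lowest replicate activation of at least 40%, so every replicate reaches that level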;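 also: 0% = median of neutral control wells and 100% = median of IBMX positive control wells; some compounds called inactive have numbers as strong as hits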
# ARNT-TACC3 inh = disrupts binding between human ARNT and TACC3; actives 0.66% (n = 390,000); AlphaScreen His-ARNT PAS-B/GST-TACC3 binding, luminescence; TACC3 fragment carries E629A point mutation; Q9Y6A5; inhibition, % at 9.99 µM;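 active = mean inhibition of replicates at least 50% and at least half of replicates each reaching 50%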;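 also: 0% = complete ARNT plus TACC3 wells and 100% = ARNT alone without TACC3; many hits fall short of the cut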
# * marks the source's active call; other numbers are inactive results; / = no result given; & = joins results of further samples.
# Preview, 4 compounds:
SMILES,RAD52 anneal inh,esBAF inh,XiGFP reactiv,RAD54 branch,F508del corr,ERAP1 HTS inh,GSIS activator,ARNT-TACC3 inh
CCC/C=C/c1ccc(CN2C(CC(C)C)C(=O)N(Cc3cn(CCOCOC)nn3)CCS2(=O)=O)cc1 (stereo unspecified),-9,-2,0.1,-2,1.4,-3,-27,/
CCC(=O)NNC(=O)c1cc(COc2cc(Cl)cc(Cl)c2)on1,-12,-2,0.0,/,0.0,2,9,23
Cc1ccc(S(=O)(=O)N2CC[C@@H]3[C@H](CO)Nc4ccc(C#Cc5ccccc5F)cc4[C@@H]32)cc1,/,-3,0.0,-8,1.0,/,6,9
O=C(C[C@H]1CC[C@@H](NC(=O)C2CC2)[C@@H](CO)O1)NC1CCC1,2,-2,0.2,-3,-1.1,1,-3,4

# This part in full, from the first entry:
SMILES,RAD52 anneal inh,esBAF inh,XiGFP reactiv,RAD54 branch,F508del corr,ERAP1 HTS inh,GSIS activator,ARNT-TACC3 inh
CCC/C=C/c1ccc(CN2C(CC(C)C)C(=O)N(Cc3cn(CCOCOC)nn3)CCS2(=O)=O)cc1 (stereo unspecified),-9,-2,0.1,-2,1.4,-3,-27,/
CCC(=O)NNC(=O)c1cc(COc2cc(Cl)cc(Cl)c2)on1,-12,-2,0.0,/,0.0,2,9,23
Cc1ccc(S(=O)(=O)N2CC[C@@H]3[C@H](CO)Nc4ccc(C#Cc5ccccc5F)cc4[C@@H]32)cc1,/,-3,0.0,-8,1.0,/,6,9
O=C(C[C@H]1CC[C@@H](NC(=O)C2CC2)[C@@H](CO)O1)NC1CCC1,2,-2,0.2,-3,-1.1,1,-3,4
CC(=O)N[C@H]1CC[C@@H](CCNC(=O)C2CCC2)O[C@@H]1CO,-4,0,-0.7,9,0.4,7,8,/
CCOCCCNCC(O)c1ccccc1 (stereo unspecified),/,/,1.3,-6,/,/,30,-2
C[C@H]1CN([C@@H](C)CO)C(=O)c2cc(NC(=O)NC3CCCCC3)ccc2O[C@@H]1CN(C)Cc1ccc(Cl)c(Cl)c1,12,4,-0.7,-3,-3.2,1,3,10
COc1ccc(-c2cc(C(=O)N3CC(C)CC(C)C3)c3ccccc3n2)cc1 (stereo unspecified),-9,9,0.1,1,-0.6,-1,-42,1
CCCN1[C@H](C(=O)OC)[C@@H](CO)[C@@H]2Cn3c(ccc(-c4cncnc4)c3=O)[C@@H]21,3,-3,0.0,-9,/,2,0,5
Cc1ccccc1C(=O)OC(C)CN1CCOCC1 (stereo unspecified),-2,7,0.0,-1,-0.8,0,2,-6
C=CCNC(=O)COC(=O)c1cc(S(=O)(=O)N2CCOCC2)ccc1N1CCCCC1,-10,-2,/,-6,/,1,4,-7
COC(C(=O)NNC(=O)Cc1ccc(Cl)cc1)c1ccccc1 (stereo unspecified),-2,-5,0.0,/,1.2,6,7,-6
Cc1noc(NC(=O)c2cccc(C(F)(F)F)c2)c1Cl,-3,/,0.3,/,-2.6,-4,-13,-8
CCS(=O)(=O)N1Cc2cc(C(=O)NCCOC)nc(-c3cccc(-c4ccncc4)c3)c2[C@H]1CCO,-2&-26,0,0.1&0.0,-5,0.6,2,-4&24,-1
Nc1nc(Cl)cc(NCCc2ccccc2)n1,-15,/,0.0,/,-3.2,-4,14,/
O=C(c1ccccc1F)N1CCCC(C(=O)N2CCN(c3ccccc3)CC2)C1 (stereo unspecified),-7,/,0.1,/,-0.4,-2,-12,13
CCOc1ccccc1N(CC)C(=O)c1cc2c(s1)-c1ccccc1S(=O)(=O)C2,-15,-3,-0.1,-2,-3.3,5,/,/
Nc1ccccc1-n1c(=O)n(Cc2ccccc2F)c(=O)c2[nH]cnc21,-9,-1,0.3,6,-2.4,-1,34,-7
CCN(CC)C(=O)c1[nH]cnc1C(=O)NC1CCN(C(=O)OC(C)(C)C)CC1,-7,-3,0.0,-11,-1.0,-1,9,-2
C[C@H]1CN([C@@H](C)CO)S(=O)(=O)c2ccc(C#Cc3ccccc3)cc2O[C@@H]1CN(C)C(=O)Nc1ccccc1,-13,4,0.1,-3,3.7,2,-3,-13
OC1(c2ccc(OC(F)F)cc2)CSC(=Nc2cccnc2)N1Cc1ccco1 (stereo unspecified),-32,/,-0.1,/,-3.2,-1,-15,0
Cc1nc(SCCOc2ccccc2)[nH]c(=O)c1Cc1ccccc1,-19,/,0.0,/,-2.2,-5,16,-2
Cn1c(NC(=O)c2ccco2)cc(=O)n(C)c1=O,-2,0,/,0,0.9,0,3,-10
CN(C)S(=O)(=O)c1cccc(NC(=S)NN=C(Cc2ccccc2)Cc2ccccc2)c1,-7,/,-0.1,/,-3.1,-3,4,6
CCC(C)NC(=O)C(Cc1ccccc1)NS(=O)(=O)c1ccc2c(c1)CCC(=O)N2 (stereo unspecified),-7,2,0.0,-8,-1.0,4,28,4
O=C(NCc1cccnc1)c1ccc2nc([C@@H]3O[C@H](CO)[C@H](O)[C@H](O)[C@H]3O)[nH]c2c1,-9,-8,0.0,-4,-2.5,9,2,/
CCOc1cc(C(=O)O)cc(Cl)c1OCC#N,-7,-5,/,5,3.7,6,2,-2
Cc1[nH]c2ccccc2c1CC(=O)Nc1ccc(Nc2cccnc2)c(-c2ccc(-c3ccccc3)cc2F)c1,-32,/,0.1,/,-0.4,-2,/,/
O=C(CN1CCCC1)NC12CC3CC(CC(C3)C1)C2,-5,/,0.0,5,1.9,6,0,-2
CCOC(=O)CC(NC(=O)CCc1c(C)nc2ncnn2c1C)c1ccc(C)cc1 (stereo unspecified),3,/,-0.1,/,-4.5,-3,1,-1
C[C@@H]1CN([C@@H](C)CO)C(=O)Cc2cc(NS(=O)(=O)c3cccs3)ccc2O[C@@H]1CN(C)C(=O)NC1CCCCC1,7,-3,-0.7,-1,0.4,0,6,-19
Cc1ccc(S(=O)(=O)Nc2ccc3c(c2)C(=O)N([C@H](C)CO)C[C@@H](C)[C@H](CN(C)Cc2ccccc2)OCCCC[C@@H](C)O3)cc1,/,0,-0.1,3,2.9,/,-22,4
CCC(=O)N1[C@H](CO)[C@@H](c2ccc(-c3ccc(F)cc3)cc2)[C@@H]1CNC(C)=O,/,2,0.0,-5,0.3,/,-11,-5
Cc1noc(C(F)(F)F)c1C(=O)NNC(=O)c1ccccc1,-11,/,-0.1,/,1.6,/,9,2
CCCN1C[C@@H](C)[C@@H](OC)CN(C)C(=O)c2ccc(NC(=O)Nc3cccc(F)c3)cc2OC[C@H]1C,4,-1,0.0,-17,3.3,-4,-16,1
O=C(C[C@@H]1CC[C@@H](NS(=O)(=O)c2ccccc2)[C@@H](CO)O1)NCCN1CCCCC1,3,3,-0.1,2,2.0,-2,9,-9
CC(=O)N1c2ccc(S(=O)(=O)NCCC(=O)Nc3ccc(F)cc3C)cc2CC1C (stereo unspecified),4,-5,0.0,2,-0.8,1,-1,-6
CCc1ccccc1NC(=S)N(CCN1CCCCCC1)Cc1ccco1,-8,/,0.0,/,0.7,-2,11,-1
COc1ccc2c(c1OC)C(=O)N(c1ccccc1)C2=O,-12,/,0.0,/,0.5,-6,11,/
CN1CCCN(C(=O)c2ccc(Cl)s2)CC1,-6,-3,0.1,2,-2.9,2,7,-3
Cc1ccc(CC(C(=O)O)C(C)C(=O)Nc2ccc(F)cc2)cc1 (stereo unspecified),-13,-1,0.1,0,0.3,-5,-4,4
Cc1cc(C(=O)OCC(=O)Nc2cccc(S(N)(=O)=O)c2)c2ccccc2n1,-22,/,/,4,-1.2,/,37,1
Cn1c2c(c3cc([N+](=O)[O-])ccc31)CCCC2,8,2,0.0,-14,-1.5,-3,16,1
N#C[C@@H]1[C@@H](c2ccc(C3=CCCCC3)cc2)[C@H](CO)N1S(=O)(=O)c1cccc(F)c1,-14,-3,0.0,2,-4.1,2,-2,22
O=C(Nc1nnc([C@H]2C[C@H](O)[C@@H](CO)O2)s1)NC1CCCCC1,-3,8,0.0,2,-1.1,-3,8,/
CN(Cc1ccc(Cl)s1)C(=O)CSc1nnc(C2CC2)n1C1CC1,0,0,-0.1,-2,-1.3,3,1,-8
O=C(NCCN1CCOCC1)c1cc2ccccc2oc1=O,1,2,-0.1,-7,-1.7,0,6,1
Oc1ccccc1/C=C/c1noc(-c2ccccc2O)n1,-5,/,0.0,/,-2.5,0,12,-4
COc1cc(CNCc2cc(OC)ccc2OC)cc(OC)c1,2,-8,0.0,-1,3.7,-1,3,1
C[C@@H]1CN([C@H](C)CO)C(=O)c2cc(NC(=O)Nc3ccc(F)cc3)ccc2O[C@@H](C)CCCCO[C@@H]1CN(C)CC1CCCCC1,-2,-3,0.1,-4,0.2,0,-13,40
CC(C)CCn1cnc2c(oc3nc4c(cc32)CCCC4)c1=O,-13,-38,0.1,/,/,1,-8,1
O=C(Nc1ccc(Cl)cn1)c1cccc2ccccc12,-7,-3,0.1,-11,13*,-2,-8,-1
CN(C(=O)c1cccc(NC(=O)Cc2ccc(NC(=O)C3CCN(C(=O)C4CC4)CC3)cc2)c1)C1CC1,6,2,0.1,-9,0.8,-3,-3,-2
C[C@@H]1CN([C@H](C)CO)C(=O)c2cccc(N(C)C)c2O[C@H]1CN(C)S(=O)(=O)c1cn(C)cn1,-1,-1,2.2,5,-3.0,-5,9,/
NC(=O)c1c(NC(=O)Cn2nc(C(=O)O)c3ccccc3c2=O)sc2c1CCCC2,-10,-2,-0.3,/,-1.3,1,9,-3
O=S(=O)(NCc1ccc(Cl)cc1Cl)c1ccc(N2CCOCC2)nc1,-16,4,0.1,-5,-0.7,/,32,-9
COc1ccc(NC(=O)Nc2cccc3c2O[C@H](CN(C)Cc2ccc(Oc4ccccc4)cc2)[C@@H](C)CN([C@H](C)CO)C3=O)cc1,9,/,0.0,/,-2.9,-2,1,/
CCCCOCCCNC(=O)C[C@@H]1C[C@@]2(C(=O)OC)CC(C)(C)CC=C2N(CCc2ccc(OC)c(OC)c2)C1=O,1,/,0.4,/,-3.8,/,-35,/
CN1CCN(C(=O)CN(C2CCCCC2)S(=O)(=O)c2ccccc2)CC1,-1,-7,0.2,13,0.0,-4,-2,-4
CN1CCN(C(=O)c2cc3c(=O)n4ccccc4nc3s2)CC1,0,21,0.2,15,-0.2,-18,-5,/
# Other entries follow.
SMILES,RAD52 anneal inh,esBAF inh,XiGFP reactiv,RAD54 branch,F508del corr,ERAP1 HTS inh,GSIS activator,ARNT-TACC3 inh
CC(=O)c1cccc(N(C(=O)c2csnn2)C(C(=O)NC2CCCC2)c2ccccc2)c1 (stereo unspecified),-11,12,0.0,2,0.7,4,11,1
Cc1ccccc1S(=O)(=O)N1C[C@@H](O)COC[C@@H]2O[C@H](CC(=O)NCc3ccccc3Cl)CC[C@H]21,-8,-5,0.1,13,0.4,2,-7,0
COc1cccc(-c2cccc(NC(=O)C3CCN(Cc4cccc(C)n4)CC3)c2)c1,-12,-7,0.2,-3,1.1,-6,-10,-6
O=C(NCc1ccccn1)c1nc(Cn2ccc([N+](=O)[O-])n2)no1,-11,0,0.0,-12,0.1,-5,-4,3
CN(C(=O)c1cccc(NC(=O)Cc2ccc(NC(=O)C3CCCN(S(=O)(=O)c4cccc([N+](=O)[O-])c4)C3)cc2)c1)C1CCCC1 (stereo unspecified),-6,7,0.2,-4,-1.7,/,-35,0
O=C(N[C@@H]1C=C[C@H](CC(=O)N2CCCCC2)O[C@H]1CO)c1cccc(F)c1,20,-2,0.0,-12,-1.6,1,1,5
C=C[C@H](COC(C)=O)N(Cc1ccc(OC(C)=O)c(OC)c1)S(=O)(=O)c1ccc(Br)cc1,18,/,/,2,0.1,0,/,-2
Cc1c(Cl)c([N+](=O)[O-])nn1CC(=O)N1CCN(Cc2ccccc2)CC1,8,/,0.0,/,-2.1,1,-9,-7
Nn1c(-c2ccccc2)cc(-c2ccccc2)cc1=O,-9,15,0.0,-2,0.9,-2,67*,26
